uPA surface inh – qHTS for Inhibitors of Cell Surface uPA Generation | cell surface uPA generation assay, qHTS | Potency, µM (series often up to 38.3 µM), for inactives: at the top dose activity change, negative = inhibition, actives largely listed as inhibitors | hit rate 0.31% among 330,000 | AID 540303, 2011; active = well fitted inhibition curve with a large enough effect; inconclusive = small, poorly fitted or top-dose-only effect; inactive = no such curve, though single readings can be large or run the other way; tested in mouse RAW 264.7 cells; also: potency is read from the fitted curve at half-maximal effect; % is scaled to controls: 0 for no effect and ±100 for the full control effect; nearly all actives have a fitted effect of over 55% in size
TSG101-PTAP inh – qHTS Assay for Iinhibitors of HIV-1 Budding by Blocking the Interaction of PTAP/TSG101 | Tumor susceptibility gene 101 protein (Homo sapiens), Q99816 | Fluorescence polarization, FITC-PTAP peptide / Tsg101 binding | Potency, µM (top dose mostly 115 µM), for inactives: at the highest dose activity change, negative = inhibition, usual class: inhibitors | 340,000 tested, under 10 active; active = well fitted inhibition curve with a large enough effect in the main read-out, with a control signal flat, not every such curve was filed as active; inconclusive = small, poorly fitted or top-dose-only effect, or effect the other way, or a change in a side signal; inactive = no such curve, though single readings can be large or run the other way; also: potency is read from the fitted curve at half-maximal effect; % of control where 0% means no effect
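Steps: Tsg101 binding domain dispensed (10 uM final), compounds pinned in DMSO, FITC-labeled PTAP-motif peptide added (50 nM final); after 20 min binding at room temperature, polarization measured.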
Mito fusion yeast – qHTS Assay for Small Molecule Inhibitors of Mitochondrial Division or Activators of Mitochondrial Fusion | AID 485298, 2010 | Potency, µM (titrated, usually from 46.1 µM), inactives show at the top dose growth rescue (activation), hits mostly activators | hit rate 0.23% among 320,000 | S. cerevisiae fusion-defective mutant growth rescue, CellTiterGlo 48 h; active = well fitted activation curve with a large enough effect; inconclusive = small, poorly fitted or top-dose-only effect; inactive = no such curve, though single readings can be large or run the other way;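 also: potency is read from the fitted curve at half-maximal effect; % of control where 0% means no effect; nearly all actives have a fitted effect of over 45% in size; temperature-sensitive fusion mutants such as fzo1-1 at 37 °C on non-fermentable ethanol glycerol medium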
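S. cerevisiae fusion-defective temperature-sensitive mutants (e.g. fzo1-1, mgm1-5) grown 48 h at 37C in YPEG (ethanol/glycerol non-fermentable) medium with 23 nl compound per well; growth rescue read as CellTiterGlo luminescence.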
Chronic BCR inh – qHTS Assay to Find Inhibitors of Chronic Active B-Cell Receptor Signaling | ABC-DLBCL IkBa-CBG/CBR reporter, luminescence ratio, 4 h | Potency, µM (series often up to 46.1 µM), inactives show at the highest dose ratio change, negative = lower green/red ratio, usual class: inhibitors | hit rate 0.05% among 340,000; active = well fitted inhibition curve with a large enough effect in the signal ratio, with a control signal flat, not every such curve was filed as active; inconclusive = small, poorly fitted or top-dose-only effect, or effect the other way, or a change in a side signal; the % refers to the signal ratio;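 also: potency is read from the fitted curve at half-maximal effect; plate controls were basal doxycycline-induced cells for no effect and cells given 10 µM MG132 for full effect; MG132 reads +100%, hits lower the ratio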
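Compounds up to 46 uM were incubated four hours with TMD8 cells whose green CBG68 luciferase is fused to IkappaBalpha; red CBR luminescence normalised the signal, and concentration-effect curves were fitted to fusion, red and ratio data.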
TSHR antag – Antagonists of the Thyroid Stimulating Hormone Receptor: HTS campaign; Thyrotropin receptor (Homo sapiens), P16473; TSHR-expressing cells, TSH-stimulated cAMP HTRF, 2 h; hits give low values; activity change, negative = inhibition, % at 11.5 µM; hit rate 0.2% among 330,000; AID 504810, 2011;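 active = activity change below a set negative limit, meaning inhibition stronger than a set level, cut at about -70% in these data; inconclusive = activity change between two set negative limits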; also: % is scaled to controls: 0 for no effect and ±100 for the full control effect
Target sequence (P16473 whole entry, looked up): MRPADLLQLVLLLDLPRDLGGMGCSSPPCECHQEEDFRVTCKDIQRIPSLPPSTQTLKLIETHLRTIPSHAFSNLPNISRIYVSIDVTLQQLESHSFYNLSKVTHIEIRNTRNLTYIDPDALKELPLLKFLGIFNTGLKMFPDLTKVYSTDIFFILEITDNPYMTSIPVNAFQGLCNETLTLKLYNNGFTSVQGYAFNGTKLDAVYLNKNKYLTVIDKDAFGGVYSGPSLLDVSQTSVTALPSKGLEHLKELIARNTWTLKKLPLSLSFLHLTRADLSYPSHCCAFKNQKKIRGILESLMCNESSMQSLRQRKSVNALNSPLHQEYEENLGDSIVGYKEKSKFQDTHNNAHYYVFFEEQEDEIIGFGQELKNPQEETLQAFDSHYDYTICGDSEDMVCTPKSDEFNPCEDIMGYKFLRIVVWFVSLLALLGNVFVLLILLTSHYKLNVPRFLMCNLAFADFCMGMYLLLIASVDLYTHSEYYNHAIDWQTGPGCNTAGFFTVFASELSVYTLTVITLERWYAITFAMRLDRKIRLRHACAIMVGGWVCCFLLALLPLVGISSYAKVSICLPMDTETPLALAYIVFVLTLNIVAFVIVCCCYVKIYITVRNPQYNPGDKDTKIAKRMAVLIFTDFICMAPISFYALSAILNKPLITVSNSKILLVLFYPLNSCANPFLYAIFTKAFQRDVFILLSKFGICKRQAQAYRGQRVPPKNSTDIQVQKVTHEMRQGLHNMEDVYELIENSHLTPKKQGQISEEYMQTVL
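Cell-based HTRF cAMP assay; TSHR cells + compound, TSH EC80 (4nM final), 2 h, 37 deg C. Lysis with anti-cAMP cryptate and cAMP-d2, 30 min RT, read 665/620 nm.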
The depositor's hits bear a star; ? = inconclusive; . = not tested or not shown.

SMILES	uPA surface inh	TSG101-PTAP inh	Mito fusion yeast	Chronic BCR inh	TSHR antag
O=C(Nc1cccc(Br)c1)c1cc(S(=O)(=O)N2CCCCC2)c[nH]1	.	.	.	?	.
Cc1ccc(C(=O)N2CCc3cc(CNC(=O)CSc4ccccc4)ccc32)cc1	.	.	.	?	.
CCOC(=O)c1cc(-c2ccccc2)n(CCC(=O)Nc2nc3c(C)cccc3s2)c1C	.	.	.	?	.
CC(=O)c1cc(-c2ccc(F)cc2)n(CC(=O)NC2CCC(C)CC2)c1C (stereo not drawn)	.	.	.	-4%	.
Cc1cc(C)c(S(=O)(=O)NCC(c2ccco2)N2CCOCC2)c(C)c1 (stereo not drawn)	.	.	.	-3%	.
CCN(C(=O)c1cc2c(=O)oc3ccccc3c2s1)c1ccccc1F	.	.	.	?	.
Cc1ccc2nc(NC(=O)CSc3ncc(C(=O)Nc4ccccc4)c(=O)n3C)sc2c1	.	.	.	?	.
CC(C)c1ccc(Nc2cc(C(=O)NCCCN(C)Cc3ccccc3)c3ccccc3n2)cc1	.	.	.	-8%	.
CCOc1ccc(N2CC(NC(=O)c3ccc(S(=O)(=O)N4CCCCC4)cc3)CC2=O)cc1 (stereo not drawn)	.	.	.	1%	.
CCC(C)NC(=O)CSc1nc2cc3c(cc2c(=O)n1CCCC(=O)NCCc1ccc(OC)c(OC)c1)OCO3 (stereo not drawn)	.	.	.	-18%	.
COc1cccc(NC(=O)CSc2nc(=O)[nH]c3c2CCCC3)c1	.	.	.	?	.
Cc1ccc(Cl)cc1NC(=O)c1oc2ccc(S(=O)(=O)N3CCCCC3)cc2c1C	.	.	.	2%	.
O=C(CSc1nnc2[nH]c(=O)cc(-c3ccccc3)n12)Nc1ccccc1C(F)(F)F	.	.	.	-1%	.
CC1CCN(S(=O)(=O)c2cc3c4c(c2)CC(=O)N4CCC3)CC1	.	.	.	8%	.
CCOC(=O)C1CCCN(C(=O)c2ccc3c(c2)N(Cc2cccc(Cl)c2)C(=O)c2ccccc2S3(=O)=O)C1 (stereo not drawn)	.	.	.	5%	.
O=C(NCc1ccc2c(c1)CCN2C(=O)c1ccncc1)c1ccc(Cl)cc1	.	.	.	7%	.
CC1CCC(NC(=O)c2ccc3c(c2)N(Cc2cccc(F)c2)C(=O)c2ccccc2S3)CC1 (stereo not drawn)	.	.	.	-21%	.
CCCCNS(=O)(=O)c1ccc2nc(-c3cccnc3)cc(C(=O)NCCCOC(C)C)c2c1	.	.	.	?	.
COc1cccc(NC(=O)CSc2nc(=O)n(Cc3ccncc3)c3c2CCC3)c1	.	.	.	0%	.
CCn1ccc2c(OCC(=O)NCc3ccccc3)cccc2c1=O	.	.	.	-24%	.
O=S(=O)(NCC(c1ccco1)N1CCN(c2ccc(F)cc2)CC1)c1ccccc1 (stereo not drawn)	.	.	.	5%	.
CCc1ccc(C2=CC(c3cccc(OC)c3OC)n3c(nc4ccccc43)N2)cc1 (stereo not drawn)	.	.	.	?	.
COc1ccc(C)c2sc(N(Cc3cccnc3)C(=O)c3cccs3)nc12	.	.	.	-8%	.
Cc1ccccc1CN1C(=O)c2ccccc2Sc2ccc(C(=O)N3CCCC3)cc21	.	.	.	6%	.
COc1ccc(CC(=O)NC2CC(=O)N(c3ccc(C)c(C)c3)C2)cc1OC (stereo not drawn)	.	.	.	-8%	.

Some of the entries so far, bar-delimited:
structure | uPA surface inh | TSG101-PTAP inh | Mito fusion yeast | Chronic BCR inh | TSHR antag
Cc1cc(C)c(S(=O)(=O)NCC(c2ccco2)N2CCOCC2)c(C)c1 (stereo not drawn) | . | . | . | -3% | .
CCN(C(=O)c1cc2c(=O)oc3ccccc3c2s1)c1ccccc1F | . | . | . | ? | .

Entries of single compounds from above.
`Cc1ccccc1CN1C(=O)c2ccccc2Sc2ccc(C(=O)N3CCCC3)cc21` is listed as uPA surface inh: .; TSG101-PTAP inh: .; Mito fusion yeast: .; Chronic BCR inh: 6%; TSHR antag: .
`Cc1ccc2nc(NC(=O)CSc3ncc(C(=O)Nc4ccccc4)c(=O)n3C)sc2c1` is listed as uPA surface inh: .; TSG101-PTAP inh: .; Mito fusion yeast: .; Chronic BCR inh: ?; TSHR antag: .

Next section:
SMILES	uPA surface inh	TSG101-PTAP inh	Mito fusion yeast	Chronic BCR inh	TSHR antag
O=C(CN1C=NS(=O)(=O)c2ccc(C(F)(F)F)cc21)Nc1cccc(C(F)(F)F)c1	.	.	.	-19%	.
Cc1cc(S(=O)(=O)NCC(c2ccco2)S(=O)(=O)c2cccs2)ccc1F (stereo not drawn)	.	.	.	-5%	.
Cc1ccc(-n2ncc3c(NCCCn4ccnc4)ncnc32)cc1Cl	.	.	.	?	.
CCc1ccc(-c2nc(-c3cc4ccccc4oc3=O)sc2C)cc1	.	.	.	0%	.
Cc1ccc(CCNC(=O)CN2C(=O)COc3ccc(S(=O)(=O)N4CCCC4)cc32)cc1	.	.	.	?	.
Cc1ccc2c(c1)c1c(c(=O)n(-c3ccccc3)c(=O)n1CC(=O)N1CCCC1)n2C	.	.	.	-3%	.
CCc1sc(Nc2cccc(Cl)c2)nc1-c1cc2cccc(OC)c2oc1=O	.	.	.	?	.
COc1ccc(CCC(=O)NC2CC(=O)N(c3ccccc3)C2)cc1 (stereo not drawn)	.	.	.	-17%	.
COc1cc(C(=O)NC2CC(=O)N(c3cccc(F)c3)C2)cc(OC)c1OC (stereo not drawn)	.	.	.	-10%	.
COc1ccc(Nc2cc(C(=O)NCCCN(C)Cc3ccccc3)c3ccccc3n2)cc1OC	.	.	.	?	.
CC1CCCCN1S(=O)(=O)c1ccc(F)c(C(=O)Nc2ccccc2C(F)(F)F)c1 (stereo not drawn)	.	.	.	-3%	.
Cc1ccc(-c2cc(C(=O)N3CCN(c4ccccc4)CC3)c3ccccc3n2)cc1C	.	.	.	?	.
CCOc1ccccc1/C=C/c1onc(C)c1S(=O)(=O)N1CCC(C(=O)N2CCCCC2)CC1	.	.	.	?	.
Cc1nc(-c2ccc(F)cc2)sc1CCNC(=O)c1ccccc1	.	.	.	-5%	.
COc1ccc(OCC2c3cc(OC)c(OC)cc3CCN2C(=O)c2c(F)cccc2F)cc1 (stereo not drawn)	.	.	.	?	.
O=S(=O)(c1ccc(Br)cc1)N1CCn2cccc2C1c1ccc(Br)cc1 (stereo not drawn)	.	.	.	?	.
O=C(CSc1nc(Nc2ccc(F)cc2)c2ccccc2n1)c1ccc(F)cc1	.	.	.	?	.
CCOC(=O)c1ccccc1NC(=O)CSc1cc(C)[nH]c(=O)n1	.	.	.	-9%	.
Cc1cccn2c(=O)c(C(=O)NCCc3ccccc3)cnc12	.	.	.	?	.
CCc1ccc(-c2nc(CS(=O)CC(=O)NCCc3ccc(C)cc3)c(C)o2)cc1 (stereo not drawn)	.	.	.	-25%	.
Cc1cccc(NC(=O)c2ccc(F)c(S(=O)(=O)N(C)C3CCCCC3)c2)c1	.	.	.	?	.
Cc1c(-c2ccccc2)c(=O)oc2ccc(OC(=O)N3CCOCC3)cc12	.	.	.	22%	.
O=C(Nc1ccc(F)cc1)C1CCCN(c2ncnc3c2nc2n3CCCCC2)C1 (stereo not drawn)	.	.	.	13%	.
CCOc1ccc(-c2cn(-c3ccc(OC)cc3)c(SCC(=O)Nc3ccccc3Cl)n2)cc1	.	.	.	8%	.
COc1ccc(CCNC(=O)C(=O)NCC(c2ccco2)S(=O)(=O)c2cccs2)cc1OC (stereo not drawn)	.	.	.	?	.

Next records.
SMILES	uPA surface inh	TSG101-PTAP inh	Mito fusion yeast	Chronic BCR inh	TSHR antag
CCN(CC)S(=O)(=O)c1ccc2c(c1)N(CC(=O)N1CCN(c3cccc(C)c3C)CC1)C(=O)CO2	.	.	.	11%	.
CN(C(=O)CSc1nnc2[nH]c(=O)cc(-c3ccccc3)n12)c1ccccc1	.	.	.	-2%	.
COc1ccc(S(=O)(=O)NCC(c2ccco2)N2CCN(c3ccc(F)cc3)CC2)cc1C (stereo not drawn)	.	.	.	7%	.
Cc1ccc(NC(=O)C2CCC(CNS(=O)(=O)c3cccs3)CC2)cc1C (stereo not drawn)	.	.	.	8%	.
CCOC(=O)c1c(S(=O)(=O)N2CCCC(C(=O)NCc3cccc(C)c3)C2)c(C)n(C)c1C (stereo not drawn)	.	.	.	6%	.
Cc1ccc(Cl)cc1NS(=O)(=O)c1cc2c3c(c1)CC(=O)N3CCC2	.	.	.	15%	.
O=C(c1ccc2c(c1)N(Cc1cccc(Cl)c1)C(=O)c1ccccc1S2(=O)=O)N1CCCC1	.	.	.	?	.
CN(C(=O)c1ccc2c(c1)N(Cc1ccccc1F)C(=O)c1ccccc1S2)C1CCCCC1	.	.	.	?	.
Cc1nc2c(C(=O)NCc3ccccc3)cnn2c(C)c1Cc1ccc(F)cc1	.	.	.	9%	.
O=C(Cn1c(=O)oc2ccccc21)NCc1ccc(Cl)cc1	.	.	.	-1%	.
CCCCCNC(=O)c1ccc2c(c1)nc(C)n2-c1cccc(C)c1	.	.	.	?	.
NC(=O)C1CCN(c2nc(-c3cccc(Br)c3)cs2)CC1	.	.	.	.	-7
N#Cc1cccc(-c2csc(N3CCC(C(N)=O)CC3)n2)c1	.	.	.	.	-9
C/C(=N\Nc1cc(Cl)nc(C)n1)c1ccc(C)cc1	-6%	.	.	.	.
CCOC(=O)Cc1csc(NC(=O)CSc2nnc(-c3ccc(NS(=O)(=O)CC)cc3)o2)n1	-5%	.	.	.	.
CC(C)(C(=O)c1ccccc1)/[N+]([O-])=C/c1ccc(Br)cc1	12%	.	.	.	.
Cc1ccc(CN(C)CCc2ccccn2)cc1	.	-8%	-3%	.	.
COc1ccc(C2NC(=O)N(C)C3=C2C(=O)N(c2ccc(F)cc2)C3)cc1 (stereo not drawn)	.	.	-3%	-22%	.
Cc1oc(-c2cccc(Br)c2)nc1CN1CCC(C(=O)NCc2ccccc2)CC1	.	.	1%	25%	.
CCCCOC(=O)CSc1nnc(-c2ccccc2)o1	.	.	-5%	?	.
CCCc1oc2ccc(NS(=O)(=O)c3ccc(OC)cc3)cc2c1C(=O)OCC	.	.	?	?	.
O=C(Nc1cccc(-c2nc3ccccc3o2)c1)c1cccc(Br)c1	.	.	1%	15%	.
CCC(Sc1nc2n[nH]c(C)c2c(=N)n1-c1ccc(Br)cc1)C(=O)N(CC)CC (stereo not drawn)	.	.	-3%	19%	.
CCCCn1c(Oc2cccc(C(=O)OC)c2)nc2c1c(=O)n(C)c(=O)n2C	.	.	-6%	11%	.
C#CC(C)(CC)NC(=O)c1cnn2c(C(F)F)cc(-c3ccccc3OC)nc12 (stereo not drawn)	.	.	-2%	2%	.
COc1ccc(S(=O)(=O)N(CC(=O)Nc2ccc(Br)cc2)Cc2ccccc2)cc1	.	.	3%	?	.

Three of the entries above in order of the uPA surface inh value, rising:
compound	uPA surface inh	TSG101-PTAP inh	Mito fusion yeast	TSHR antag
C/C(=N\Nc1cc(Cl)nc(C)n1)c1ccc(C)cc1	-6%	.	.	.
CCOC(=O)Cc1csc(NC(=O)CSc2nnc(-c3ccc(NS(=O)(=O)CC)cc3)o2)n1	-5%	.	.	.
CC(C)(C(=O)c1ccccc1)/[N+]([O-])=C/c1ccc(Br)cc1	12%	.	.	.

High-throughput results: PubChem, National Center for Advancing Translational Sciences (NCATS)

Some of the compounds tested (hit frequency here may not be typical).
